UDG counter – UDG inhibition counter-screen | FRET deamination/UDG coupled assay, UDG read, 4 h | AID 1347430 | Potency, µM (highest dose often 115 µM), for the others: at the top dose activity change, negative = inhibition, most hits filed as inhibitors | 0.14% of 91,000 active; also: nearly all actives have a fitted effect of over 65% in size
AID inhibitor – blocks human AID cytidine deaminase activity | AID deamination FRET fluorescence, UDG-coupled, 4 h | 0.32% of 91,000 active | Potency, µM (highest dose often 115 µM), inactives show top-dose activity change, negative = inhibition, hits mostly inhibitors | AID 1347428; also: nearly all actives have a fitted effect of over 25% in size
Target sequence (Q9GZX7 whole entry, looked up): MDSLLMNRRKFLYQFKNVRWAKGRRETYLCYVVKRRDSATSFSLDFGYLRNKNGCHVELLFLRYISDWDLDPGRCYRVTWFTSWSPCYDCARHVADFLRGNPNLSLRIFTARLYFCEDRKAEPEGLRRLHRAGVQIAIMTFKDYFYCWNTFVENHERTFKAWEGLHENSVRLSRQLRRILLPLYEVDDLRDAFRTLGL
* hit, by the source's call; ? = inconclusive; [ ] = remark or other dose. Calls follow the shape of the dose curve; as a rule, active = well fitted curve in the direction sought with a large enough effect; inconclusive = small, poorly fitted or top-dose-only effect, or another doubt; inactive = no such curve, though single readings can be large; an effect the other way counts as inactive or inconclusive. % is scaled to controls: 0 for no effect and ±100 for the full control effect; potency is read from the fitted curve at half-maximal effect.

Second line of a record: AID inhibitor, UDG counter
> Cc1ccc(-n2cc(-c3ccccc3)c3c(NC4CCCC4)ncnc32)cc1
    -26%, -12%[57.5 µM]
> CN(C)CCOC(=O)CCc1cc(C(C)(C)C)c(O)c(C(C)(C)C)c1
    -5%, 6%
> COc1ccc(NC(=O)C2CCCN(S(=O)(=O)c3cccc4nonc34)C2)cc1Cl (stereo not drawn)
    18%, -2%
> CCn1cc2nc(SCc3cc(C)ccc3C)n(CCc3ccccc3)c(=O)c2n1
    ?, -19%
> CC(=O)NNC(=S)Nc1ccc(Cl)cc1
    -6%, -1%
> COCc1nn2c(c1-c1ccccc1)NC(=O)CC2C(=O)Nc1ccc(F)c(F)c1 (stereo not drawn)
    -2%, 11%
> COc1ccc(NC(=O)Cn2cnc3c(nc4n3CCCCC4)c2=O)cc1Cl
    -4%[57.5 µM], -8%[57.5 µM]
> CCCn1c(=O)c2sc(N3CCCC3)nc2n(CC(=O)Nc2cc(C)ccc2OC)c1=O
    -11%, 0%
> O=C(CSc1nc2ccccc2o1)OCC(=O)c1ccccc1
    -7%, 2%
> COc1ccccc1NC(=O)C1CCCN(c2ncnc3onc(-c4ccc(F)cc4)c23)C1 (stereo not drawn)
    ?, -12%
> Cc1ccccc1-n1c(SCc2nc3ccccc3o2)nnc1N1CCOCC1
    -8%, -11%
> Cc1ccc(S(=O)(=O)Nc2ccc3[nH]c(=O)sc3c2)cc1C
    9%, -2%
> CC(NC(=O)COC(=O)c1cc(=O)c2ccccc2o1)c1ccccc1 (stereo not drawn)
    2%, -5%
> Cc1nc(-c2c[nH]c3ccccc23)c(C)s1
    -4%, -2%
> O=C(Nc1cc(-c2nc3cc(Cl)ccc3o2)ccc1Cl)c1ccco1
    113%[activator], 8%
> Cc1ccc(CNc2oc(Cc3ccccc3)nc2C#N)cc1
    -18%, -18%
> CC(=O)N1CCN(CC(=O)Nc2c(C#N)c(C)c(C)n2C2CCCCC2)CC1
    3%, 2%
> CSc1cccc(NC(=O)CN2CCN(Cc3ccccc3C)S2(=O)=O)c1
    -29%, 23%
> C/C(=C\c1ccccc1)C1Nc2ccc3ccccc3c2C2=C1C(=O)CC(C)(C)C2 (stereo not drawn)
    -5%, -9%
> COc1cc(OC)c(NC(=O)c2cnn(-c3cccc(Cl)c3C)c2C2CCN(C(=O)OC(C)(C)C)CC2)cc1Cl
    5%, -11%
> NNc1c(F)c(F)c(Br)c(F)c1F
    -12%, -22%
> COc1ccc(C=O)cc1I
    5%, 14%
> Cn1c(C=C(C#N)C#N)ccc1-c1ccc(Cl)cc1
    -1%, -3%
> CC1CCN(c2nc(SCC(=O)N3CCOCC3)c(C#N)c3c2CCCC3)CC1
    ?, ?
> CC(C)NC(=O)Cn1c(=O)nc(-c2ccccc2)c2ccccc21
    6%, 0%
> Cc1cccc(N(C)S(=O)(=O)c2nnc(NC(=O)C3CCCCC3)s2)c1
    16%, 9%
> Cc1ccc(NC(=O)c2ccc(NC(=O)N3CCSc4ncccc43)cc2)c(Cl)c1
    7%, -21%
> COc1ccc2c(c1)c1c(c(=O)n(-c3ccccc3)c(=O)n1CC(=O)Nc1ccc(F)cc1)n2C
    8%, 6%
> O=[N+]([O-])c1c(Nc2ccccc2Cl)ccc2nonc12
    -7%, -7%
> CC(=O)Nc1ccccc1SC(F)(F)F
    7%, 12%

Part of the list above, with bars between the fields.
mol | AID inhibitor | UDG counter
Cc1ccc(NC(=O)c2ccc(NC(=O)N3CCSc4ncccc43)cc2)c(Cl)c1 | 7% | -21%
COc1ccc2c(c1)c1c(c(=O)n(-c3ccccc3)c(=O)n1CC(=O)Nc1ccc(F)cc1)n2C | 8% | 6%
Cn1c(C=C(C#N)C#N)ccc1-c1ccc(Cl)cc1 | -1% | -3%
COc1ccc(NC(=O)Cn2cnc3c(nc4n3CCCCC4)c2=O)cc1Cl | -4%[57.5 µM] | -8%[57.5 µM]

The main list resumes, repeating the 3 entries before the break.
Second line of a record: AID inhibitor, UDG counter
> COc1ccc2c(c1)c1c(c(=O)n(-c3ccccc3)c(=O)n1CC(=O)Nc1ccc(F)cc1)n2C
    8%, 6%
> O=[N+]([O-])c1c(Nc2ccccc2Cl)ccc2nonc12
    -7%, -7%
> CC(=O)Nc1ccccc1SC(F)(F)F
    7%, 12%
> CCc1ccc(-n2c(-c3ccccc3)c(C)n3c4c(=O)n(C)c(=O)n(C)c4nc23)cc1
    48%[activator], 2%
> COc1cccc(N2CCN(C(=O)c3cc4c(=O)n(Cc5cccs5)ccc4nc3C)CC2)c1
    -15%, -4%
> CCN(C(=O)CSc1nnc(-c2ccc(Cl)cc2)o1)c1ccccc1
    -17%, 26%
> COc1ccc(C(=O)N[C@@H]2C(=O)Nc3c(c(C)nn3C)[C@H]2c2ccc(C)cc2)cc1OC
    2%, 2%
> CC(C)=CC(=O)Nc1ccc(OC2CCCC2)cc1
    -6%, -7%
> COc1cc(OC)c(NC(=O)Nc2ccc3c(c2)N(C)C(=O)c2ccccc2S3)cc1Cl
    -5%, -6%
> COc1cccc2c(Nc3ccccc3O)cc(C)nc12
    0%, -2%
> C#CCNC(=O)c1ccccc1NCC(=O)Nc1ccccc1OC(F)F
    -9%, -16%
> COc1ccc(NC(=O)CSc2nc(-c3ccccc3)[nH]c2-c2ccccc2)cc1OC
    2%, 12%
> COc1ccc2c(c1)Cc1sc(NC(=O)c3cccc(Cl)c3)nc1-2
    246%[activator], -10%
> CCn1c(=O)n(-c2ccc(C)c(F)c2)c(=O)c2sc3ccccc3c21
    5%, -5%
> CCN(CC)c1ccc(/C=N/NS(=O)(=O)c2ccccc2)cc1
    1%, 4%
> O=[N+]([O-])c1ccc(/C=N/Nc2ccc(S(=O)(=O)Nc3ccccc3)cc2[N+](=O)[O-])o1
    -7%, -6%
> CCc1cccc(NC(=O)Cn2c(=O)n(CC3CCC(C(=O)NCCc4ccccc4)CC3)c(=O)c3ccccc32)c1 (stereo not drawn)
    46%[activator], -19%
> COc1ccc(S(=O)(=O)c2nnn(-c3ccccc3F)c2C)cc1
    -7%, -8%
> CCC(C(=O)Nc1cc(OC)cc(OC)c1)n1c(=O)[nH]c2ccccc2c1=O (stereo not drawn)
    -4%, 4%
> CC(C)CC(=O)N1CC(=O)Nc2ccc(F)cc2C1c1ccccc1 (stereo not drawn)
    -4%, -4%
> Cc1ccccc1CN1CCN(CC(=O)NCc2ccccc2Cl)C1=O
    -13%, -14%
> CCOC(=O)c1[nH]c(C)c(CCC(=O)Nc2cc(C)ccc2OC)c1C
    -16%, -5%
> Cc1cccc(N(C)C(=O)C2CCN(S(=O)(=O)c3cccc4nonc34)CC2)c1
    -21%, -1%
> Cc1ccc(S(=O)(=O)N/N=C/c2sccc2C)cc1[N+](=O)[O-]
    -6%, -5%
> COc1ccc(-c2cc(C(=O)Nc3c(C)nn(Cc4ccc(C)cc4)c3C)no2)cc1OC
    -5%, 1%
> Cc1ccc(Cn2c(C(=O)O)c(CNC3CCCC3)c3ccc(C)cc32)cc1
    -2%, 7%
> N#Cc1ccsc1NC(=O)CSc1ccc2c(c1)OCCCO2
    26%, 8%
> CC(CNC(=O)c1ccc(CSc2nc3ccncc3n2Cc2ccc(F)cc2)cc1)c1ccccc1 (stereo not drawn)
    -27%, -5%
> O=C(NCc1ccc(F)cc1)C(=O)NCC(c1cccs1)S(=O)(=O)c1cccs1 (stereo not drawn)
    -8%, ?
> Cc1ccc(CCNC(=O)c2sc3ncccc3c2-n2cccc2)cc1
    -17%, -7%
> O=C(O)Cn1cc(C(C(=O)O)N2CCN(Cc3ccccc3)CC2)c2ccccc21 (stereo not drawn)
    11%, 8%
> NC(=O)c1cn[nH]c1NCc1cccnc1
    5%, 5%
> O=S(=O)(c1cccc2nsnc12)n1cccn1
    5%, 2%
> Cc1cccc(CCNC(=O)c2ccc3c(c2)nc2n3CCOC2)c1
    -1%, 5%
> CCc1cccc(NC(=O)Cn2nc(-c3cc(C)ccc3C)ccc2=O)c1
    ?, -24%
> CCN1C(=O)c2ccccc2Sc2ccc(NC(=O)Nc3ccccc3OC)cc21
    ?, -29%[57.5 µM]
> Cc1cc(C)c2c(=O)[nH]c(SCC(=O)c3ccccc3)nc2n1
    -4%, 6%
> CN(c1ccccc1)c1ccc(C(=N)N)cc1
    -6%, -4%
> COc1ccc(Cn2c(CCC(=O)Nc3ccc(OC)c(Cl)c3)nc3cccnc32)cc1
    -9%, -1%
> COC(=O)c1ccc(OCC2c3cc(OC)c(OC)cc3CCN2C(=O)Cc2ccc(OC)c(OC)c2)cc1 (stereo not drawn)
    14%, -3%
> COc1ccc(Br)cc1/C=C1\Oc2cc(OS(C)(=O)=O)ccc2C1=O
    -14%, -7%
> Cc1ccc(S(=O)(=O)CCc2ccccc2Cl)cc1C
    -15%, -13%
> Cc1ccc(NC(=O)Cn2cc(S(=O)(=O)NC(C)C)c(S(=O)(=O)NC(C)C)c2)cc1Cl
    22%[57.5 µM], -8%[57.5 µM]
> O=C(c1ccccn1)N(Cc1cc2ccccc2[nH]c1=O)C1CCCCC1
    -3%, 6%
> CN(C)c1ccc(-c2ccc3ccccc3n2)cc1
    51%[activator], 1%
> CC(C)NC(=O)CN1CCCN(c2ncccc2C(F)(F)F)CC1
    -6%, -2%
> Cn1cc(C(=O)NCCc2ccccc2)c(=O)c2cc(S(=O)(=O)N3CCCCCC3)ccc21
    ?, -24%[57.5 µM]
> Cc1ccc(F)cc1NC(=O)c1ccc(Cn2nc(N3CCN(c4ccccc4)CC3)ccc2=O)o1
    ?, -7%
> C/C(=N\NC(=O)c1ccccc1C)C(C)C
    -3%, 0%
> Cc1cc(C(=O)Nc2ccc(C)c(I)c2)c(C)o1
    -12%, -9%
> CCc1ccccc1N(C)C(=O)Cn1cnc2sc(C)c(S(=O)(=O)N3CCC(C)CC3)c2c1=O
    4%, -1%
> CC(C)CC(CC(C)C)=NNC(=O)COc1ccc(C#N)cc1
    -9%, -4%
> O=C(Nc1nc(C23CC4CC(CC(C4)C2)C3)cs1)C1CCC1
    -11%, -8%
> CCCC(=O)OC1=CN(Cc2ccccc2)S(=O)(=O)c2ccccc21
    8%, 0%
> Cn1cnc(S(=O)(=O)N2CCCC(C(=O)NCc3ccc(Cl)cc3)C2)c1 (stereo not drawn)
    18%, 1%
> Cc1cc(=O)[nH]c(SCC(=O)N2CCN(c3ccccc3)CC2)n1
    0%, -11%
> CCOc1ccc(N2C(=O)N(Cc3ccc(C)cc3C)c3ccccc3S2(=O)=O)cc1
    -14%, -3%
> Cc1ccc(CNC(=O)c2sc3nc(-c4ccc(F)cc4)ccc3c2N)cc1
    ?, -18%
> COC(=O)CCNC(=O)c1ccc(C(C)(C)C)cc1
    0%, 6%
> CCc1ccccc1NC(=O)c1ccccc1SCc1cccs1
    -8%, 1%
> COc1ccc(OCCn2cc(C(=O)C3CCCCC3)c3ccccc32)cc1
    -7%, -6%

Compound profiles, as listed above. Order of values: AID inhibitor | UDG counter
COC(=O)c1ccc(OCC2c3cc(OC)c(OC)cc3CCN2C(=O)Cc2ccc(OC)c(OC)c2)cc1 (stereo not drawn) in the list: 14% | -3%
Cc1cccc(N(C)S(=O)(=O)c2nnc(NC(=O)C3CCCCC3)s2)c1 in the list: 16% | 9%

Bioassay records: PubChem, National Center for Advancing Translational Sciences (NCATS)

A portion of the library; count on the stated rates, not on these rows.
